VEEV TC-83 Vero = inhibitors of VEEV TC-83 cytopathic effect, confirmation, Vero cells (AID 588727) | Vero cells, VEEV TC-83 cytopathic effect inhibition; higher % means a stronger effect | inhibition, % at 20 µM, or IC50 in µM where a hit was titrated | 350,000 tested, 0.13% active; in the data active = a potency from the dose series; inconclusive = inhibition mostly from about 14% at the one dose, without a potency; inactive = the rest, 99 in 100 with inhibition below about 12%; also: strong numbers were not always called active
Salmonella PhoP GFP = PhoP regulon inhibitors, Salmonella typhi PhoP promoter GFP reporter, confirmatory (AID 1850). Salmonella Typhi PhoP-promoter GFP reporter, fluorescence, 4 h; higher % means a stronger effect. one-dose inhibition, % at 50 µM; IC50 in µM for titrated hits. 310,000 tested, 0.33% active; in the data active = a potency from the dose series; inconclusive = inhibition mostly from about 25% at the one dose, without a potency; inactive = the rest, 99 in 100 with inhibition below about 19%;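 also: 0% = induced wells with vehicle and 100% = uninduced wells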
M. tuberculosis = growth inhibition of non-replicating M. tuberculosis (AID 488890); Mycobacterium tuberculosis non-replicating, growth inhibition; higher % means a stronger effect; one-dose inhibition, % at 25 µM; IC50 in µM for titrated hits; 320,000 tested, 0.39% active; in the data active = a potency from the dose series; inconclusive = inhibition mostly from about 82% at the one dose, without a potency; inactive = the rest, 99 in 100 with inhibition below about 76%;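 also: plate controls were DMSO cells for no effect and high antibiotic wells for full effect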
M. tuberculosis HTS = M. tuberculosis growth inhibition, HTS (AID 449762) | M. tuberculosis H37Rv growth inhibition, 7H9 media; higher % means a stronger effect | one-dose inhibition, % at 25 µM; IC50 in µM for titrated hits | 330,000 tested, 0.59% active; in the data active = a potency from the dose series; inconclusive = inhibition above about 70% without an active follow-up result;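 also: bacterial growth assessed after seven days of incubation; strong numbers were not always called active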
influenza NS1A = H1N1 influenza NS1A inhibitors, functional cell based assay (AID 504329); 340,000 tested, 0.3% active; NS1A functional cell-based assay, percent inhibition; higher % means a stronger effect; inhibition, % at 12.5 µM, or IC50 in µM where a hit was titrated; in the data active = a potency from the dose series; inconclusive = inhibition above about 27% without an active follow-up result; also: strong numbers were not always called active
VEEV TC-83 Vero 10K pilot screen = second read-out of VEEV TC-83 Vero, no call of its own (marks repeat the call); inhibition, %; measured here: 10K pilot screen inhibition
* hit, by the source's call; i = inactive; ? = inconclusive; nt = not tested or not shown.

SMILES | VEEV TC-83 Vero | Salmonella PhoP GFP | M. tuberculosis | M. tuberculosis HTS | influenza NS1A | others
COc1ccc(CCNCc2cc(C)n(-c3ccc(OC)cc3)c2C)cc1 | i | 13% | 78% | ? | 45µM*
COc1ccc(C2c3c(ncn(CCN4CCOCC4)c3=N)Oc3ccc4ccccc4c32)cc1OC (stereo unspecified) | 1.3% | 4% | 18% | 6% | 7%
CCOc1ccc(N(CC(=O)N2CCC(Cc3ccccc3)CC2)S(C)(=O)=O)cc1 | 1.4% | -13% | 16% | 6% | -17%
CCC(=O)O[C@]1(C(=O)CCl)[C@@H](C)C[C@H]2[C@@H]3CCC4=CC(=O)C=C[C@]4(C)[C@@]3(F)[C@@H](O)C[C@@]21C | 0.4% | -12% | 62% | 21% | 6%
O=C(Nc1ccccc1C(=O)NCCCN1CCOCC1)c1ccc(Cl)cc1 | 8.8% | 2% | 1% | 3% | 11%
CCn1cc(C(=O)O)c(=O)c2cc(F)c(N3CCN(C(=S)Nc4ccc(OC)cc4)CC3)cc21 | 0.4% | 5.8µM* | ? | ? | 4%
Cc1c(Cl)cccc1NC(=S)NCc1ccccc1 | 0.3% | 8% | 73% | -2% | -1%
CCOc1cc(C2NC(=O)NC(c3ccccc3)=C2C(C)=O)ccc1OC(C)=O (stereo unspecified) | i | -5% | -10% | -3% | 4%
Cc1cc2nccc(-c3cccnc3)n2n1 | 1.0% | 4% | 1% | -4% | -2%
CCOc1ccc2nc3c(cc2c1)CN(CCCO)C(=NCCOC)S3 | i | -1% | 36% | 65% | 0% | VEEV TC-83 Vero 10K pilot screen=6.0
COc1ccc(NC(=S)Nc2ccc3nc(C)c(C)nc3c2)cc1 | 2.8% | -7% | 57% | -15% | -2%
CCc1ccccc1-n1ncc(C(=O)Nc2ccccc2OC)c1C | 7.5% | -5% | 31% | -7% | -6%
COc1cccc(OC)c1OCCOCCn1cnc2ccccc2c1=O | i | -15% | 16% | -13% | -4% | VEEV TC-83 Vero 10K pilot screen=2.2
CC1CCCCN1C(=O)Nc1ccccc1Cl (stereo unspecified) | 0.5% | -9% | 1% | 0% | 8%
CCCCn1nc2cc(C(=O)NCC3CC3)ccc2c1OCC | 1.6% | -14% | 2% | -6% | -7% | VEEV TC-83 Vero 10K pilot screen=0.6
O=C(CCC1CCCCC1)NCCS(=O)(=O)N1CCN(c2ccc(F)cc2)CC1 | 1.0% | 6% | 26% | -1% | -1%
COc1ccc(CSc2nnc(NC(C)=O)s2)cc1[N+](=O)[O-] | i | nt | nt | nt | 5%
CCOC(=O)c1c(C)[nH]sc1=S | 1.3% | nt | nt | nt | 14%
CCn1cc(CN2CCC(n3nccc3NC(=O)c3cccc(F)c3)CC2)c(C)n1 | 2.5% | -3% | -15% | 3% | 22%
COc1ccc(CCNC(=O)c2cnc(Cl)c(Cl)c2)cc1 | 0.3% | 6% | 18% | 2% | -7%
Cc1ccc(S(=O)(=O)Oc2ccc3ccc(O)cc3c2)cc1 | 4.4% | 3% | -4% | 12% | 1%
CC(=O)NC(CCCN1C(=O)c2ccccc2C1=O)c1nnn(C)n1 (stereo unspecified) | 0.9% | -13% | -11% | -16% | -4%
COc1cccc(C(=O)NC23CC4CC(CC(C4)C2)C3)c1 | 3.7% | 3% | 48% | 2% | 21%
CC(=O)OC1C([N+]2(C)CCCCC2)C[C@H]2C3CC[C@H]4C[C@H](OC(C)=O)C([N+]5(C)CCCCC5)CC4(C)[C@H]3CCC12C (stereo partly specified) | 0.5% | -12% | 5% | -10% | 6%
O=C(Nc1nccs1)[C@@H]1CCCN1S(=O)(=O)c1ccc(Cl)cc1 | 0.4% | nt | 22% | 7% | -2%
COc1ccccc1CNC(=O)c1sccc1-c1ccccc1 | 3.9% | 7% | 34% | 11% | -2%
Clc1ccc(OCc2nn3c(-c4ccco4)nnc3s2)cc1 | 1.0% | -3% | 78% | 10% | -5%
O=C(NCC1CCCO1)C1CCN(S(=O)(=O)c2cccc3nonc23)CC1 (stereo unspecified) | 0.1% | 6% | 1% | -1% | -3%
Cc1ccc(-n2cnn(-c3ccc([N+](=O)[O-])cc3[N+](=O)[O-])c2=O)cc1 | i | 5% | 42% | 0% | >100µM*
CC(C)CC(CO)N1CCN(C(=O)c2ccc(Cl)c(Cl)c2)CCC1=O (stereo unspecified) | 0.1% | -5% | -16% | 0% | -4% | VEEV TC-83 Vero 10K pilot screen=1.6
Cc1ccc(CC2S/C(=C(/C#N)C(=O)NCc3ccco3)N(c3ccccc3)C2=O)cc1 (stereo unspecified) | 0.5% | -4% | -10% | -2% | -3%
CN(C)CCCn1c(NC(=O)C2CCCCC2)nc2ccccc21 | i | -14% | nt | -8% | -8%
Cc1ccc(NS(=O)(=O)c2ccccc2)c2c1CC(C)(C)O2 | 5.0% | -3% | 10% | 6% | 0%
Cc1c(Cl)c(=O)oc2cc(OCC(=O)N3CCCC(C)C3)ccc12 (stereo unspecified) | i | nt | 29% | -12% | -2%
CN(C1CCS(=O)(=O)C1)S(=O)(=O)c1cccc2nsnc12 (stereo unspecified) | 1.1% | 6% | 3% | -5% | -4%
Cc1cc(C)nc(SCC(=O)N2CCCCC2)n1 | 2.5% | 0% | -16% | -1% | 9%
CC(C)(C)C(=O)NC1CC2CCCC(C1)N2C(=O)Nc1ccc(Cl)cc1 (stereo unspecified) | 0.5% | -1% | -1% | 6% | -8%
Cc1c(NC(=O)CN2C(=O)C3C4C=CC(C4)C3C2=O)c(=O)n(-c2ccccc2)n1C (stereo unspecified) | 1.1% | -2% | 20% | -1% | -6%
CC(C)(C)OC(=O)NCCCCCNC(=O)c1[nH]cnc1C(=O)N[C@@H](CCCCNC(=O)OC(C)(C)C)C(=O)OC(C)(C)C | 7.8% | -9% | 54% | -3% | -4%
Cc1ccc(CN(C)c2ccc(S(=O)(=O)N3CCCC3)cn2)cc1 | 3.0% | nt | 36% | 1% | 19%

Brought forward from above: 3 entries, then new ones.
SMILES | VEEV TC-83 Vero | Salmonella PhoP GFP | M. tuberculosis | M. tuberculosis HTS | influenza NS1A | others
Cc1c(NC(=O)CN2C(=O)C3C4C=CC(C4)C3C2=O)c(=O)n(-c2ccccc2)n1C (stereo unspecified) | 1.1% | -2% | 20% | -1% | -6%
CC(C)(C)OC(=O)NCCCCCNC(=O)c1[nH]cnc1C(=O)N[C@@H](CCCCNC(=O)OC(C)(C)C)C(=O)OC(C)(C)C | 7.8% | -9% | 54% | -3% | -4%
Cc1ccc(CN(C)c2ccc(S(=O)(=O)N3CCCC3)cn2)cc1 | 3.0% | nt | 36% | 1% | 19%
O=C(O)c1ccc(/C=C/c2nc3sc4c(c3c(=O)[nH]2)CCC4)cc1 | 0.6% | 1% | 13% | 0% | 0%
O=C(CC(SCCO)c1ccc2c(c1)OCO2)c1cccs1 (stereo unspecified) | 11% | 0% | ? | ? | -6%
O=C(CN1C(=O)C(=O)N(CCC2=CCCCC2)C1=O)c1c[nH]c2ccccc12 | 3.0% | nt | 14% | -6% | 4%
O=C(CCCCCNC(=O)N1CCn2c1nc1ccccc12)N[C@H](C(=O)O)c1ccccc1 | 0.3% | 7% | -1% | -6% | -4%
COC(=O)C(C#N)C(=C1C(=O)CC(C)(C)CC1=O)c1ccc(O)cc1 (stereo unspecified) | 2.1% | -5% | 8% | -8% | -21%
COc1ccc(C2CC(C(F)(F)F)n3nc(C(=O)O)c(Br)c3N2)cc1 (stereo unspecified) | 2.4% | -13% | 6% | -5% | 2%
O=C(/C=C/c1c(F)cccc1Cl)c1ccc(O)cc1 | 24µM* | 2% | 3% | -1% | 0%
OCCCCNCc1ccc(OCc2ccccc2Cl)cc1 | 1.6% | 26% | 10% | 1% | 1%
CCCCNC(=O)CNC(=S)N(Cc1ccc(C)cc1)Cc1ccco1 | 1.2% | 7% | 48% | -8% | 0%
COc1ccc(OC)c(CCNC(=O)CN2C(=O)COc3ccc(S(=O)(=O)N4CCOCC4)cc32)c1 | 0.5% | 3% | 39% | 1% | 2%
COc1cc(C(=O)NC(=S)Nc2cccc(-c3cc4ccccc4oc3=O)c2)cc(OC)c1OC | 13% | -3% | 32% | 9% | 9%
CC(C)C1/C(=N/O)CC(c2ccccc2)NC1c1ccccc1 (stereo unspecified) | 7.4% | 0% | 0% | 3% | -4%
C=CCn1c(SCC(=O)c2c(C)[nH]c3ccccc23)nnc1-c1ccncc1 | 0.1% | 2% | 13% | 8% | nt
O=c1[nH]c2ccccc2nc1C(F)(F)F | 0.5% | 12% | 2% | -1% | 1%
COc1ccc(CCNC(=O)C23CN(Cc4ccccc4)CC2C(c2ccc([N+](=O)[O-])cc2)=NO3)cc1 (stereo unspecified) | i | -32% | 8% | 1% | -13%
Cc1c(NS(=O)(=O)c2ccc(Br)s2)c(=O)n(-c2ccccc2)n1C | 0.3% | -11% | 3% | -2% | -13%
COc1ccc2oc(C(=O)OCC(=O)N(C)Cc3ccccc3)c(C)c2c1 | 11% | -4% | 35% | 46% | -5%
COC(=O)c1ccc(C(=O)OC)c(NC(=O)CN(c2ccccc2)S(=O)(=O)N(C)C)c1 | 12% | 8% | 2% | -1% | 2%
Cc1cccc(-c2nnc(NC(=O)c3ccco3)s2)c1 | 2.1% | -1% | -7% | -7% | 17%
COc1ccccc1/C=N/NC(=O)c1ccc(NC(=O)c2cccc([N+](=O)[O-])c2)cc1 | nt | -7% | 14% | 8% | nt
O=C(O)c1cccc(NC(=O)c2ccc3c(c2)C(=O)N(Cc2ccco2)C3=O)c1 | 1.3% | 6% | -13% | -8% | -1%
CC1CCN(C(=O)c2ccc(N(C)S(C)(=O)=O)cc2)CC1 | 1.1% | 3% | -9% | -7% | 0%
CCN(CC)c1ccc(NC(=O)c2ccccc2)cc1S(=O)(=O)Nc1ccccc1OC | 3.0% | -9% | ? | 13% | 10%
CCOC(=O)c1c(C)n(C)c2ccc(O)c(CN(C)C)c12 | i | 3% | 41% | 0% | 8%
COc1ccc(CC(NC(C)=O)C(=O)NC2CCN(S(=O)(=O)c3ccc(NC(C)=O)cc3)CC2)cc1 (stereo unspecified) | 0.6% | -6% | -8% | 2% | 4%
O=C(NCCCc1ccccc1)C1CC(=O)N(c2ccc3c(c2)OCCO3)C1 (stereo unspecified) | 0.9% | -11% | 6% | 9% | -1% | VEEV TC-83 Vero 10K pilot screen=1.6
CCCn1nc(NC(=O)c2ccco2)c2cc3ccccc3nc21 | 9.2% | -7% | 23% | 8% | -11% | VEEV TC-83 Vero 10K pilot screen=11
CCC(C)NC(=O)CS(=O)Cc1nc(-c2cccc(C)c2)oc1C (stereo unspecified) | 1.5% | -4% | -8% | -4% | 4%
N#Cc1cc(Oc2ccccc2)c(-n2nnc3ccccc32)cc1C#N | i | 7% | -5% | -3% | -7%
CCc1nc(SCC(=O)OC(C)C)c2ccccc2n1 | 3.7% | 5% | 69% | 67% | -10%
CC(OC(=O)c1n[nH]c2ccccc12)C(=O)NC1CCCCC1C (stereo unspecified) | 0.6% | nt | 20% | 3% | 4%
COc1cccc(NC(=O)c2cnsn2)c1 | 5.7% | 2% | 21% | -5% | -8%
CCCCn1c(SCC(=O)NC2CC2)nnc1-c1ccncc1 | 2.5% | 6% | -4% | 2% | 1%
Cc1ccccc1CN1C(=O)C2(OCCCO2)c2ccccc21 | i | 4% | -1% | 0% | 0%
CN1C(=O)/C(=C/c2ccc(OCc3ccc(F)cc3)cc2)N(C)C1=S | 0.2% | 0% | ? | 56% | 6%
COc1cccc(CN2CCN(Cc3ccc4c(NC(C)=O)cccc4n3)CC2CCO)c1 (stereo unspecified) | 0.5% | -1% | 22% | 5% | -7%
CC12CCC(C(=O)Nc3cc(Cl)ccc3Cl)(C(Br)C1=O)C2(C)C (stereo unspecified) | i | -6% | 9% | 1% | 5%
CCOc1ccc(CNC(=O)Cn2c(=O)c3cccn3c3ccccc32)cc1 | 1.4% | 1% | -7% | 10% | -1%

Fetched by compound from above (3):
SMILES | VEEV TC-83 Vero | Salmonella PhoP GFP | M. tuberculosis | M. tuberculosis HTS | influenza NS1A | others
Cc1ccc(-n2cnn(-c3ccc([N+](=O)[O-])cc3[N+](=O)[O-])c2=O)cc1 | i | 5% | 42% | 0% | >100µM*
CC(=O)NC(CCCN1C(=O)c2ccccc2C1=O)c1nnn(C)n1 (stereo unspecified) | 0.9% | -13% | -11% | -16% | -4%
CCn1cc(CN2CCC(n3nccc3NC(=O)c3cccc(F)c3)CC2)c(C)n1 | 2.5% | -3% | -15% | 3% | 22%

Assay outcomes as filed in PubChem BioAssay.
